Assay outcomes from PubChem.
SV40 large T antigen: SV40 large T antigen inhibitors, biochemical (AID 1903); inhibition, % at 20 µM; hits with a dose series show IC50 in µM; 0.39% of 310,000 active; SV40 large T antigen ATPase/helicase inhibition assay; higher % means a stronger effect; in the data active = a potency from the dose series; also: strong numbers were not always called active
NTR1 agonist: agonists of NTR1, primary screen, imaging, U2OS cells, beta-arrestin-GFP, high content (AID 493036) | activation, % at 20 µM | Neurotensin receptor type 1 (Homo sapiens), P30989 | 0.17% of 330,000 active | NTR1-U2OS beta-arrestin-GFP spot imaging, agonist mode;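 active = activation at or above 40% of the spot to cytoplasm intensity ratio, with at least 20 cells analyzed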;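 also: 0% = DMSO without peptide and 100% = 100 nM NTR1 peptide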
Target sequence (P30989 whole entry, looked up): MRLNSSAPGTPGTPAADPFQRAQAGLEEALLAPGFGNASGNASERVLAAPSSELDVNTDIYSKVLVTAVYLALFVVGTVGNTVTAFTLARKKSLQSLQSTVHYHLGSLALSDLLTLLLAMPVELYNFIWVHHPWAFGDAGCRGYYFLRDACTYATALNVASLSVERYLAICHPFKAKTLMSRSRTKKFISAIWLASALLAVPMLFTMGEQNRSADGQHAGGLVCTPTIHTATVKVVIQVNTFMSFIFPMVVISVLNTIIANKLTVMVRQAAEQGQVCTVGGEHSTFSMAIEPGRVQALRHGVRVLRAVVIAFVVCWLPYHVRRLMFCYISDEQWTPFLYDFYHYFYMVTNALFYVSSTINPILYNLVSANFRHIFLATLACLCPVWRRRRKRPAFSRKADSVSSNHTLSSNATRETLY
MgcRacGAP inhibition: MgcRacGAP GTPase-activating activity inhibitors, confirmation, biochemical, ADP Hunter fluorescence; Rac GTPase-activating protein 1 (Homo sapiens); MgcRacGAP-stimulated Rac1 GTP hydrolysis, ADP Hunter fluorescence; higher % means a stronger effect; GST-tagged Rac1 F28L mutant substrate; inhibition, % at 30 µM, or IC50 in µM where a hit was titrated; 0.6% of 340,000 active;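 active = first-screen hits whose inhibition reached a set limit at any dose in the follow-up dose series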;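 also: fluorescence reports GDP produced by GAP-driven GTP hydrolysis; strong numbers were not always called active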
GPR35 antagonists: GPR35 antagonists blocking zaprinast-driven arrestin recruitment, primary screen, imaging, U2OS, beta-arrestin-GFP, zaprinast agonist (AID 2058); 0.052% of 290,000 active; one-dose inhibition, % at 10 µM; IC50 in µM for titrated hits; U2OS GPR35 beta-arrestin-GFP translocation imaging, zaprinast antagonism; higher % means a stronger effect; G-protein coupled receptor 35 (Homo sapiens);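 active = inhibition of at least 50% with at least 30 cells and total cytoplasm GFP at most 10,000,000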
GPR55 beta-arrestin: GPR55 agonists via beta-arrestin recruitment, primary screen, imaging, U2OS cells, beta-arrestin-GFP redistribution (AID 1961). U2OS GPR55 beta-arrestin-GFP redistribution imaging; higher % means a stronger effect. G-protein coupled receptor 55 (Homo sapiens). activation, % at 10 µM, or EC50 in µM where a hit was titrated. 0.048% of 290,000 active;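 active = activation above 40% with more than 50 cells counted in the well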;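 also: U2OS osteosarcoma cells stably expressing GPR55 and beta-arrestin-GFP; plate controls were DMSO negative control for no effect and LPI positive control for full effect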
LYP inhibition: inhibitors of LYP phosphatase, biochemical, fluorescence intensity, uHTS (AID 1779); 0.054% of 290,000 active; inhibition, % at 11.5 µM, or IC50 in µM where a hit was titrated; recombinant LYP phosphatase, fluorescence intensity; higher % means a stronger effect; in the data active = inhibition above about 50%;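 also: plate controls were vehicle with enzyme for no effect and no enzyme for full effect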
Lipid droplet: inhibitors of hepatocyte lipid droplet formation, primary screen, imaging, high-throughput imaging, BODIPY stain; AML12 mouse hepatocytes, oleate lipid droplets; inhibition, % at 6.5 µM; 0.4% of 240,000 active; AID 1656, 2009;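 active = lipid droplet intensity inhibited by at least 50%, with more than 500 cells counted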
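Test system: AML12 mouse liver cells; schedule: overnight exposure; technique: high-content imaging of BODIPY-stained droplets and DAPI nuclei; read-out: % inhibition of corrected integrated BODIPY droplet signal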
T cell HTS: modulators of CD8 T cell-vesicle binding, primary screen, mouse 2C CD8+ T cells, flow cytometry; 0.068% of 330,000 active; calls only at 7 µM; AID 2052, 2009; 2C CD8+ T cell-vesicle binding; stronger effect = lower value;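 active = response, share of CD8 T cells binding vesicles, and their 90th percentile fluorescence all below set limits, cut at about 80% in these data, passing the limit was not always enough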
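Read-out – percent CD8+ FL2 mean versus row control · System – murine 2C transgenic CD8+ T lymphocytes · Times – 1.5 h cell–vesicle binding at 37 °C, then 20 min icy labelling · Control set – naked vesicles low, QL9 vesicles with vehicle high · Detection – cytometric PE anti-B7-1 and Alexa647 anti-CD8 signals after 1% paraformaldehyde fixation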
GPR55 LPI antagonism: GPR55 antagonists blocking LPI-driven arrestin recruitment, primary screen, imaging, U2OS, beta-arrestin-GFP, LPI agonist (AID 2013); G-protein coupled receptor 55 (Homo sapiens); U2OS GPR55 beta-arrestin-GFP translocation imaging, LPI antagonism; higher % means a stronger effect; one-dose inhibition, % at 10 µM; IC50 in µM for titrated hits; 0.13% of 290,000 active;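 active = spots per cell inhibited over 60%, with over 100 cells counted and total cytoplasm intensity under 500,000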;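 also: U2OS cells stably carrying GPR55 and arrestin-GFP stimulated by 5 µM LPI near EC80; imaged beta-arrestin-GFP aggregate spots per cell after agonist stimulation; plate controls were LPI-stimulated DMSO wells for no effect and DMSO wells without LPI for full effect; some results filed as inactive read as strong as hits; confirmed hits need IC50 under 10 µM and bright autofluorescent wells are also inconclusive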
Lipid droplet cells 6.5 µM: second read-out of Lipid droplet, no call of its own (marks repeat the call); cell count; measured here: cell count, cytotoxicity flag;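 cells counted across two imaged fields per well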
T cell HTS vesicle-bound %: further read-out of T cell HTS, marked with its call; double positive events, %; measured here: CD8+ vesicle-bound cell fraction;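 binding gate set so that unloaded-vesicle control wells show 10% double positive cells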
NTR1 agonist cell count 20 µM: also measured in NTR1 agonist; calls as there; cell count; measured here: cell count, cytotoxicity flag
Active calls of the source: *.

For CC(=O)c1cccc(CN2CCN(Cc3ccccc3)C(CCO)C2)c1 (centres undefined) the results were SV40 large T antigen 14.1%, NTR1 agonist 0.5, MgcRacGAP inhibition 1.1%, GPR35 antagonists 8.6%, GPR55 beta-arrestin -0.1%, LYP inhibition 1.0%, Lipid droplet 10.8, T cell HTS inactive, GPR55 LPI antagonism 2.8%, Lipid droplet cells 6.5 µM 737, T cell HTS vesicle-bound % 34.7 and NTR1 agonist cell count 20 µM 55.
For CCc1ccc(C2(O)CC(C(F)(F)F)=NN2C(=O)Cc2ccc([N+](=O)[O-])cc2)cc1 (centres undefined) the results were SV40 large T antigen 2.0%, NTR1 agonist 1.3, MgcRacGAP inhibition 6.5%, GPR35 antagonists -9.0%, GPR55 beta-arrestin -0.3%, LYP inhibition -2.4%, Lipid droplet 10.7, T cell HTS inactive, GPR55 LPI antagonism -5.5%, Lipid droplet cells 6.5 µM 744, T cell HTS vesicle-bound % 24.9 and NTR1 agonist cell count 20 µM 76.
CC(C)C(=O)Nc1ccc(-c2csc(-c3ccccc3)n2)cc1 was read as SV40 large T antigen 1.6%, NTR1 agonist 0.7, MgcRacGAP inhibition 6.2%, GPR35 antagonists -3.5%, GPR55 beta-arrestin 0.0%, LYP inhibition 2.7%, T cell HTS inactive, GPR55 LPI antagonism -0.1%, T cell HTS vesicle-bound % 26.1 and NTR1 agonist cell count 20 µM 42.
`CNC(=O)Nc1nnc(C(C)(C)C)s1` gave SV40 large T antigen 5.9%, NTR1 agonist -4.3, MgcRacGAP inhibition -0.1%, GPR35 antagonists -9.3%, GPR55 beta-arrestin -0.1%, LYP inhibition -5.1%, Lipid droplet 1.9, T cell HTS inactive, GPR55 LPI antagonism 23.6%, Lipid droplet cells 6.5 µM 796, T cell HTS vesicle-bound % 55.3 and NTR1 agonist cell count 20 µM 75.
`CC(=O)Nc1ccc(NC(=O)CSc2nnnn2-c2ccc(F)cc2)cc1` gave SV40 large T antigen -30.5%, NTR1 agonist 0.5, GPR35 antagonists -7.7%, GPR55 beta-arrestin 0.0%, LYP inhibition -2.0%, Lipid droplet 19.7, T cell HTS inactive, GPR55 LPI antagonism 3.3%, Lipid droplet cells 6.5 µM 850, T cell HTS vesicle-bound % 20.4 and NTR1 agonist cell count 20 µM 44.
For CCS(=O)(=O)c1nc(S(=O)(=O)c2ccc(Cl)cc2)c(NCc2ccccn2)s1 the results were SV40 large T antigen 50.6%, NTR1 agonist 0.7, MgcRacGAP inhibition 10.5%, GPR35 antagonists 6.2%, GPR55 beta-arrestin 1.9%, LYP inhibition 0.4%, Lipid droplet -5.6, T cell HTS inactive, GPR55 LPI antagonism -11.3%, Lipid droplet cells 6.5 µM 726, T cell HTS vesicle-bound % 6.2 and NTR1 agonist cell count 20 µM 32.
O=C(O)CC/C(=N\NC(=O)c1ccncc1)c1ccccc1 was read as SV40 large T antigen 4.7%, NTR1 agonist -0.8, MgcRacGAP inhibition 9.2%, GPR35 antagonists 7.8%, GPR55 beta-arrestin -0.1%, LYP inhibition -3.5%, Lipid droplet 6.2, T cell HTS inactive, GPR55 LPI antagonism 0.9%, Lipid droplet cells 6.5 µM 840, T cell HTS vesicle-bound % 12.0 and NTR1 agonist cell count 20 µM 68.
For O=C(NNc1nc2cc3c(cc2s1)OCO3)c1ccc(F)cc1 the results were SV40 large T antigen 21.5%, NTR1 agonist -0.8, MgcRacGAP inhibition 5.3%, GPR35 antagonists -9.0%, GPR55 beta-arrestin 0.2%, LYP inhibition -9.9%, Lipid droplet -5.3, T cell HTS inactive, GPR55 LPI antagonism -0.8%, Lipid droplet cells 6.5 µM 741, T cell HTS vesicle-bound % 41.1 and NTR1 agonist cell count 20 µM 55.
`Cc1cccc(NC(=O)Cc2noc3ccccc23)c1C` gave SV40 large T antigen -7.5%, NTR1 agonist 3.7, MgcRacGAP inhibition -9.4%, GPR35 antagonists -5.3%, GPR55 beta-arrestin 0.6%, LYP inhibition -8.8%, Lipid droplet -1.0, T cell HTS inactive, GPR55 LPI antagonism 7.3%, Lipid droplet cells 6.5 µM 745, T cell HTS vesicle-bound % 5.9 and NTR1 agonist cell count 20 µM 64.
For CCN(Cc1ccccc1)S(=O)(=O)c1ccc(C(=O)N(CCCN(C)C)c2nc3ccc(F)cc3s2)cc1 the results were SV40 large T antigen 7.4%, NTR1 agonist 17.4, MgcRacGAP inhibition 6.2%, GPR35 antagonists 7.3%, GPR55 beta-arrestin 1.1%, LYP inhibition -5.9%, Lipid droplet -9.0, T cell HTS inactive, GPR55 LPI antagonism 28.1%, Lipid droplet cells 6.5 µM 568, T cell HTS vesicle-bound % 7.1 and NTR1 agonist cell count 20 µM 48.
`CCOC(=O)c1cn(-c2ccccc2)nc1-c1ccncc1` gave SV40 large T antigen -7.3%, NTR1 agonist 0.2, MgcRacGAP inhibition 7.3%, GPR35 antagonists -4.6%, GPR55 beta-arrestin -1.0%, LYP inhibition -6.2%, T cell HTS inactive, GPR55 LPI antagonism -5.0%, T cell HTS vesicle-bound % 40.1 and NTR1 agonist cell count 20 µM 78.
Screening COc1cc(C(=O)OCC(=O)NCc2ccc(F)cc2)cc(NC(=O)c2cccs2)c1OC returned SV40 large T antigen 5.5%, NTR1 agonist 0.7, MgcRacGAP inhibition -3.2%, GPR35 antagonists 1.1%, GPR55 beta-arrestin 0.9%, LYP inhibition 6.1%, Lipid droplet 4.8, T cell HTS inactive, GPR55 LPI antagonism 12.8%, Lipid droplet cells 6.5 µM 637, T cell HTS vesicle-bound % 37.2 and NTR1 agonist cell count 20 µM 83.
CN1CCN(c2c(/C=N/O)c3ccccc3n2C)CC1 was read as SV40 large T antigen 27.6%, NTR1 agonist -1.6, MgcRacGAP inhibition 28.5%, GPR35 antagonists -0.3%, GPR55 beta-arrestin 0.0%, LYP inhibition -6.3%, Lipid droplet 10.1, T cell HTS inactive, GPR55 LPI antagonism -3.8%, Lipid droplet cells 6.5 µM 816, T cell HTS vesicle-bound % 39.5 and NTR1 agonist cell count 20 µM 90.
Screening COC(=O)NNC(=S)Nc1cc(OC)ccc1OC returned SV40 large T antigen 6.7%, NTR1 agonist 2.8, MgcRacGAP inhibition 7.5%, GPR35 antagonists 9.3%, GPR55 beta-arrestin -0.2%, LYP inhibition -5.5%, Lipid droplet 27.0, T cell HTS inactive, GPR55 LPI antagonism 5.5%, Lipid droplet cells 6.5 µM 817, T cell HTS vesicle-bound % 4.9 and NTR1 agonist cell count 20 µM 64.
`Cc1cc(C(=O)N2CCC(C(=O)O)CC2)c(C)o1` gave SV40 large T antigen -0.4%, NTR1 agonist -1.8, GPR35 antagonists 13.4%, GPR55 beta-arrestin -0.2%, LYP inhibition -5.4%, Lipid droplet 15.9, T cell HTS inactive, GPR55 LPI antagonism 8.7%, Lipid droplet cells 6.5 µM 722, T cell HTS vesicle-bound % 38.1 and NTR1 agonist cell count 20 µM 56.
Screening Cc1cccc(CN2CCc3c([nH]c4ccccc34)C2CC(C)C)n1 (centres undefined) returned SV40 large T antigen 7.6%, NTR1 agonist 6.3, MgcRacGAP inhibition 5.0%, GPR35 antagonists 10.1%, GPR55 beta-arrestin 0.3%, LYP inhibition -1.2%, Lipid droplet -14.1, T cell HTS inactive, GPR55 LPI antagonism 21.9%, Lipid droplet cells 6.5 µM 823, T cell HTS vesicle-bound % 53.1 and NTR1 agonist cell count 20 µM 61.
Screening Cn1c(=O)n(C)c2cc(/C=C(/C#N)C(=O)NCc3ccco3)ccc21 returned NTR1 agonist -0.3, MgcRacGAP inhibition 5.7%, GPR35 antagonists -7.2%, GPR55 beta-arrestin -0.3%, LYP inhibition -4.7%, Lipid droplet -11.0, T cell HTS inactive, GPR55 LPI antagonism 7.1%, Lipid droplet cells 6.5 µM 686, T cell HTS vesicle-bound % 30.9 and NTR1 agonist cell count 20 µM 61.
Screening COCCCNC(=S)N1CCN(C(=O)C(=O)Nc2ccc(C(=O)OC)cc2)CC1 returned SV40 large T antigen 8.3%, NTR1 agonist 2.1, MgcRacGAP inhibition 11.6%, GPR35 antagonists -1.5%, GPR55 beta-arrestin 0.2%, LYP inhibition -7.4%, Lipid droplet 2.5, T cell HTS inactive, GPR55 LPI antagonism 8.6%, Lipid droplet cells 6.5 µM 638, T cell HTS vesicle-bound % 38.0 and NTR1 agonist cell count 20 µM 62.

Looked up by compound from above, two records:
CC(C)C(=O)Nc1ccc(-c2csc(-c3ccccc3)n2)cc1 was read as SV40 large T antigen 1.6%, NTR1 agonist 0.7, MgcRacGAP inhibition 6.2%, GPR35 antagonists -3.5%, GPR55 beta-arrestin 0.0%, LYP inhibition 2.7%, T cell HTS inactive, GPR55 LPI antagonism -0.1%, T cell HTS vesicle-bound % 26.1 and NTR1 agonist cell count 20 µM 42.
Screening Cn1c(=O)n(C)c2cc(/C=C(/C#N)C(=O)NCc3ccco3)ccc21 returned NTR1 agonist -0.3, MgcRacGAP inhibition 5.7%, GPR35 antagonists -7.2%, GPR55 beta-arrestin -0.3%, LYP inhibition -4.7%, Lipid droplet -11.0, T cell HTS inactive, GPR55 LPI antagonism 7.1%, Lipid droplet cells 6.5 µM 686, T cell HTS vesicle-bound % 30.9 and NTR1 agonist cell count 20 µM 61.
